# Autophagy mod: modulators of autophagy | MEF GFP-LC3 puncta imaging; test concentration mostly 10 µM | calls only at 10 µM (by protocol) | 190,000 tested, 0.98% active | AID 463193;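 active = percentage of spot-positive cells more than 3 SD above its plate mean, without a fluorescence outlier flag or 80% toxicity; inconclusive = no clear call, values can overlap the other calls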;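 also: spot-positive cell cutoff set from DMSO-treated cells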
# Insulin prom up: MIN6 insulin promoter up-regulation | MIN6 insulin promoter-GFP reporter, high-content imaging; stronger effect = higher value | z-score at 5 µM | 190,000 tested, 0.3% active | AID 1625;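 active = z-score above 3 at 5 µM with at least 500 cells counted in the well; inconclusive = wells under 500 cells, flagged as cytotoxic or low count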
# human PMI inhibition: inhibitors of human PMI, primary screen, biochemical, fluorescence intensity, coupled assay (AID 1209); purified PMI enzyme, coupled fluorescence intensity; higher % means a stronger effect; inhibition, % at 20 µM; hits with a dose series show IC50 in µM; 190,000 tested, 0.42% active;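 also: plate controls were DMSO vehicle for no effect and wells lacking substrate for full effect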
# human PMI inhibitors: MPI inhibition at elevated mannose 6-phosphate – biochemical, fluorescence intensity, high mannose 6-phosphate, primary screen (AID 1220); recombinant PMI enzyme, coupled fluorescence intensity; higher % means a stronger effect; inhibition, % at 20 µM, or IC50 in µM where a hit was titrated; 190,000 tested, 0.66% active
# MT stabilizer: microtubule stabilizers in HeLa cells | HeLa tubulin immunostaining HCS, 24 h; share of cells brighter than vehicle mean+2SD | % tubulin-high responders, % at 10 µM | 200,000 tested, 0.83% active | AID 2205;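 active = plate Z-score above 3 for both tubulin-high and condensed-nucleus cell shares, with cell loss under 80%, at 10 µM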;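 also: anti alpha tubulin signal scored within the nucleus-defined area of each cell; some results filed as inactive read as strong as hits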
# Dynein transport: blocks dynein driven cargo transport along microtubules; 3617.4 mouse cells, GR-EGFP nuclear translocation imaging; test concentration mostly 20 µM; stimulated with dexamethasone, 1 µM; stronger effect = lower value; z-score, hits read low; 220,000 tested, 0.47% active;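 active = plate z-score of nuclear minus cytoplasmic receptor signal below a set negative limit, without overly bright fluorescence or cell loss, cut at about -3.5 in these data, passing the limit was not always enough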;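 also: z-score of nuclear minus cytoplasmic ring GR-EGFP intensity difference per well; some compounds called inactive have numbers as strong as hits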
#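 medium = tetracycline-free induction medium containing charcoal-stripped FBS | probe or stimulus = dexamethasone, 1.0 µM final | timing = 48 h induction, then 1 h compound, then 30 min agonist, 37 °C | detection = automated 10x imaging of fixed Hoechst-stained cells | read-out basis = nuclear versus cytoplasmic GR-EGFP signal, averaged per well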
# Yfh1-off respiration: mitochondrial function rescue without frataxin homolog – Friedreich's ataxia, plus single-dose screen, dose response (AID 1465); S. cerevisiae Yfh1-off respiration, WST-1 reduction, 72 h; higher fold induction means a stronger effect; one-dose fold induction at 50 µM; EC50 in µM for titrated hits; 220,000 tested, 0.074% active;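 active = fold induction of absorbance versus untreated yeast above a set limit, then at least 30% activation at any dose in follow-up; inconclusive = repeats straddling the limit, or above it without dose testing; inactive = fold induction below the set limit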;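 also: activators that raise dye reduction in frataxin-depleted yeast; strong numbers were not always called active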
# WT yeast gro inh: growth inhibition of WT yeast, mitochondrial fusion screen. mitochondrial fusion phenotypic screen, WT strain. inhibition, % at 10 µM. 190,000 tested, 2.1% active; in the data active = inhibition above about 58%; tested in S. cerevisiae
# b-catenin transl: alters nuclear translocation of beta-catenin in HeLa cells; 190,000 tested, 0.3% active; nuclear translocation activity, % at 5 µM; immunofluorescence imaging; AID 1665;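 active = nuclear translocation activity above 50% at 5 µM, with a well cell count of 50 or more; inconclusive = wells under 50 cells across six images, flagged as toxic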;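 also: per-cell ratio of nuclear to cytoplasmic median beta-catenin stain intensity; plate controls were DMSO negative control for no effect and GSK-3 inhibitor IX positive control for full effect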
#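 Read-out: Nuclear/cytoplasmic beta-catenin signal ratio, % activation | Assay system: Human HeLa cell line | Times: 24 h compound exposure at 37°C, 5% CO2 | Signal: Fluorescence imaging of beta-catenin antibody stain plus DAPI | Dosing: 5 µM primary, 0.02–20 µM confirmation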
# WT yeast gro inh mutant strain: second read-out of WT yeast gro inh, no call of its own (marks repeat the call); inhibition, %; mitochondrial fusion phenotypic screen, mutant strain inhibition
# Dynein transport cytoplasmic EGFP: further read-out of Dynein transport, marked with its call; z-score; measured here: cytoplasmic GR-EGFP intensity; stronger effect = higher value
# Dynein transport nuclear GR-EGFP: second read-out of Dynein transport, no call of its own (marks repeat the call); z-score; measured here: nuclear GR-EGFP intensity;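 lower value marks the stronger effect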
# Dynein transport cell count: further read-out of Dynein transport, marked with its call; z-score; measured here: cell count per field
# Insulin prom up cell count: further read-out of Insulin prom up, marked with its call; cell count; measured here: cytotoxicity, nuclei count;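 total cells summed across four imaged fields per well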
# b-catenin transl cell count 5 µM: also measured in b-catenin transl; calls as there; cell count; measured here: cell count, cytotoxicity flag
# MT stabilizer Hoechst-high %: further read-out of MT stabilizer, marked with its call; % Hoechst-high responders; measured here: nuclear condensation Hoechst responders;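 share of cells brighter than vehicle mean plus two SD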
# MT stabilizer cytotoxicity %: second read-out of MT stabilizer, no call of its own (marks repeat the call); toxicity, %; measured here: cytotoxicity by cell density;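 0% = mean cell density of plate MIN control wells and 100% = no cells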
# Autophagy mod cell loss 18 h: recorded beside Autophagy mod, whose call it bears; toxicity, %; measured here: cell loss, nuclei count;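 cell loss after 18 h compound exposure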
# The depositor's hits bear a star; i = inactive; u = inconclusive; x = not tested or not shown; + = active, no number. Rule as the data show it, unless noted: active = inhibition above about 50%; inactive = the rest.
SMILES,Autophagy mod,Autophagy mod cell loss 18 h,Insulin prom up,Insulin prom up cell count,human PMI inhibition,human PMI inhibitors,MT stabilizer,MT stabilizer Hoechst-high %,MT stabilizer cytotoxicity %,Dynein transport,Dynein transport cytoplasmic EGFP,Dynein transport nuclear GR-EGFP,Dynein transport cell count,Yfh1-off respiration,WT yeast gro inh,WT yeast gro inh mutant strain,b-catenin transl,b-catenin transl cell count 5 µM
CCn1cc(C2C3=C(CC(C)(C)CC3=O)N(c3ccccc3)C3=C2C(=O)CC(C)(C)C3)c(C)n1,i,0,-0.41,1401,-19%,-14%,2.8,2.1,11,0.26,-0.21,0.25,-0.55,i,4,6,-7.2,573
O=C(O)CCc1nn2c3ccccc3n(Cc3ccccc3)c2nc1=O,i,11,-0.04,1375,0%,-4%,3.2,1.3,4.7,1.2,-0.27,0.49,-0.25,i,-4,-5,-0.4,941
CCN1CCN(C(=O)CN(CCc2ccccc2)S(C)(=O)=O)CC1,i,0,x,x,-4%,-5%,2.3,1.1,7.5,0.063,0.16,-0.027,-0.79,i,-2,-47,-14,1264
CC(C)CN(C(=O)CN1CCN(c2ccccc2F)CC1)c1c(N)n(CC(C)C)c(=O)[nH]c1=O,i,-6,0.74,1289,-9%,-3%,2.8,1.6,5.5,-0.41,-0.19,-0.046,0.6,i,-6,13,0.4,536
COc1ccc(C(=O)OCCN2CCOCC2)cc1,i,11,0.51,1120,-17%,-17%,4.3,2.4,6.4,-0.24,-0.22,-0.17,-0.31,i,-1,-13,-1.4,1239
NNC(=S)Nc1ccc(C(F)(F)F)cc1Cl,x,x,0.72,1367,x,x,x,x,x,0.36,-0.24,-0.043,0.34,i,x,x,-0.1,1186
Cc1ccc2[nH]c3c(N4CCc5ccccc5C4)ncnc3c2c1,i,28,u,x,9%,10%,3.2,2.9,1.4,-0.61,-0.19,0.37,0.7,i,23,17,-0.7,1337
CC(C)(C)c1nnc(N/N=C/c2ccccc2O)n(N)c1=O,i,0,-2.2,1043,-15%,-27%,10,6.5,13,-1.1,0.55,-0.16,0.035,i,7,9,4.2,689
CCCc1cc(=O)oc2cc(OCc3ccc(OC)cc3)c(Cl)cc12,i,-3,0.74,1431,17%,12%,4.3,2.2,3.8,0.25,-0.11,-0.05,-0.29,i,14,11,4.1,1081
C=CCn1c(SCC(=O)NC2CCCc3ccccc32)nnc1-c1ccncc1 (stereo unspecified),i,-2,0.7,1378,3%,4%,2.6,2.5,9.3,0.27,-0.21,0.56,-0.037,i,-5,-2,x,x
COC(=O)COC(=O)c1ccc(Oc2nc(OC)nc(N(C)C)n2)cc1,i,3,0.69,867,4%,8%,5.1,3.5,5.9,-0.84,-0.19,-0.21,0.33,i,2,-8,-0.3,1222
COc1cccc(N/C(=N/C(=S)Nc2ccc(C)cc2C)Nc2nc(C)cc(C)n2)c1,x,x,-0.93,1038,x,x,x,x,x,0.23,-0.21,0.046,0.43,i,x,x,0.0,1298
CN(C)c1ccnc(-n2cccc2/C=N/OCc2ccccc2)c1C#N,i,-1,0.48,777,2%,-3%,1.6,1.9,9.5,-0.049,-0.28,0.17,0.46,i,-4,-10,x,x
COc1ccc(OCc2nc(N)nc(Nc3ccc(C)cc3)n2)cc1,i,-4,0.13,1333,4%,5%,3.2,1.9,1.2,1.2,-0.036,0.97,-1,i,-17,-2,-0.2,1477
O=[N+]([O-])c1ccc(C2CNC(c3ccccc3)O2)cc1 (stereo unspecified),i,-5,x,x,0%,-3%,1.7,1.9,3.9,-0.12,-0.23,0.023,0.84,i,-7,-2,-0.5,1182
O=C(COc1ccccc1Cl)Nc1ccc(C(=O)c2ccc(C(=O)O)cc2)cc1,i,14,0.5,1610,8%,2%,2.4,2.1,10,-0.37,-0.037,-0.15,0.28,i,-8,-3,-3.1,1119
O=C(CSc1nnc(Cc2cc(=O)[nH]c(=O)[nH]2)n1-c1ccc(F)cc1)NC1CCCC1,i,3,-0.46,966,-18%,-19%,2.1,3.4,4.3,0.17,-0.034,0.18,-0.54,i,15,0,-1.5,1183
CCCCOc1cccc(OCCCC)c1C(=O)Nc1cc(C)on1,i,2,-0.11,1348,14%,13%,3.0,1.0,7.8,-0.77,-0.17,-1,0.2,i,3,2,x,x
O=C(NCCO)C(=O)c1c(-c2ccc(Cl)cc2)cc2ccccn12,i,-2,0.23,1541,-2%,-4%,6.6,0.7,4.3,0.47,0.12,0.11,0.01,i,6,-9,1.1,1134
CCN(CC)S(=O)(=O)c1cc(C(=O)OCC(=O)Nc2cccc(Br)c2)ccc1F,i,-1,0.11,1459,8%,10%,4.1,2.8,6.0,-1,-0.31,-0.67,0.9,i,3,-11,-3.1,557
CCOc1ccc(NC(=O)CSc2nnc(C(C)C)n2CC)cc1,i,-5,0.03,1156,2%,8%,2.7,1.3,5.7,0.12,-0.26,-0.57,-0.17,i,-15,-7,-1.8,1202
c1ccc2c(N3CCCCC3)nc(N3CCOCC3)nc2c1,i,1,-0.67,1188,-13%,-14%,2.7,1.1,9.4,2.1,-0.31,0.87,-0.21,i,3,9,-1.0,1046
Cc1cc(C)cc(NS(=O)(=O)c2ccc(F)cc2)c1,x,x,0.06,1085,x,x,x,x,x,0.34,-0.28,0.17,0.25,i,x,x,-0.3,1343
CCOc1ccccc1C(=O)N[C@H](C(=O)OCc1cc(=O)oc2cc(C)ccc12)C(C)C,i,14,-0.37,1478,18%,10%,3.5,1.5,4.1,-0.21,-0.22,0.092,-0.66,i,7,-2,-1.3,1077
CCN(CC)CCCN(Cc1cc2cc3c(cc2[nH]c1=O)OCO3)C(=S)Nc1ccc(OC)cc1,i,8,0.22,1358,-4%,-14%,3.1,2.4,5.6,-1.5,-0.34,-0.8,0.00056,i,3,4,1.8,1091
Cc1cc(C)c(S(=O)(=O)NCCOc2ccccc2)c(C)c1-n1cnnn1,i,33,-0.34,1290,-22%,-10%,2.1,2.0,6.8,0.068,-0.26,0.19,-0.087,i,-9,-11,-1.3,1030
Cc1cc(C)c(C(=O)CSC2=NC(N)=C(C#N)C3(CCCCC3)C2C(N)=O)cc1C (stereo unspecified),i,5,x,x,2%,4%,0.9,1.8,12,0.5,0.31,0.37,-0.12,i,3,-3,x,x
CCCc1cc(C(=O)Nc2sc3c(c2C#N)CCC3)no1,x,x,x,x,4%,1%,4.5,3.3,3.4,-0.47,-0.22,-0.19,0.047,x,29,14,-2.4,1176
Cc1ccc(Cl)c(NC(=O)COC(=O)c2ccccc2C(=O)c2ccc(Cl)c([N+](=O)[O-])c2)c1Cl,+,57*,-0.15,1432,5%,12%,6.3,1.9,17,-1.2,0.19,-0.83,-0.09,i,19,-6,4.0,328
COC(=O)CCCCCN1C(=O)NC(c2ccc(-c3ccccc3)cc2)C(C(=O)OCc2ccccc2)=C1C (stereo unspecified),i,2,0.79,1214,7%,3%,3.5,3.0,6.2,1,-0.2,0.79,0.32,i,-1,-21,-2.5,582
Cc1cc2oc(=O)cc(C)c2cc1NC(=O)CCC(=O)O,i,-6,-0.08,866,-2%,-4%,2.9,2.1,5.1,1.2,-0.2,0.78,-0.66,i,8,6,x,x
COc1cccc(OC(=O)CSc2nnc(-c3ccccc3Br)o2)c1,i,2,-0.15,1304,7%,0%,2.2,1.9,4.5,-0.21,-0.22,0.011,0.27,i,-9,14,-2.8,1146
COc1ccccc1N(CC(=O)NCC1CCCO1)C(=O)Cn1nnc(-c2cccs2)n1 (stereo unspecified),i,2,-0.39,1736,16%,16%,2.6,1.3,3.5,1.3,-0.19,0.88,-1.1,i,5,14,0.5,941
CC(=O)N1CCc2cc(Br)cc(S(=O)(=O)NCCCN3CCC(C)CC3)c21,i,2,-0.23,1336,-1%,3%,4.4,1.5,3.6,-0.73,-0.25,-0.75,0.52,x,3,12,0.0,1132
COc1ccc(C2CC(c3ccc(Cl)cc3Cl)n3nc(N)nc3N2)cc1 (stereo unspecified),x,x,0.28,1153,-9%,-9%,0.7,2.3,9.5,-0.13,-0.25,0.031,0.26,i,-4,-4,-0.7,1042
Cc1ccc2nsnc2c1S(=O)(=O)N1CCCC1,i,3,x,x,11%,12%,5.2,3.0,10,0.76,-0.079,1.1,-1.9,i,-5,-20,-1.0,1096
CC(C)C[C@H](NC(=O)[C@@H]1Cc2ccccc2CN1C(=O)OC(C)(C)C)C(=O)NCC1CCC(C(=O)O)CC1 (stereo partly specified),x,x,0.16,1056,x,x,x,x,x,-0.44,-0.72,-0.41,0.14,i,x,x,-0.1,1407
C=CCc1ccc(OCCOc2ccc(/C=N/n3cnnc3)cc2OCC)c(OC)c1,i,-7,-0.84,883,-7%,-10%,1.5,0.8,5.8,-0.45,0.069,-0.27,0.22,i,33,-3,-0.8,1062

# Assay outcomes deposited in PubChem by several laboratories.

# Not a hit list. Share with any hit: about 5%.
